Source: PubChem
TAAR1 antagonist: human TAAR1 antagonism. Q96RJ0. 1.5% of 360,000 active. CHO RD-HGA16 TAAR1, Fluo-8 calcium fluorescence, antagonist. inhibition, % at 3 µM;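 active = inhibition above a per-plate cutoff, the mean inhibition of test compounds on that plate plus 3 SD, cut at about 49% in these data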;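 note: 0% = DMSO plus EC80 beta-PEA response and 100% = DMSO alone without agonist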
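test system = CHO RD-HGA16 cells bearing hTAAR1 | replication = singlicate | controls = DMSO-only wells and EC80 β-PEA-stimulated wells | reagent = EC80 β-phenethylamine stimulus | read-out basis = percent inhibition of PEA-evoked calcium signal, max/basal emission ratio | schedule = seeding 17-24 h prior, 75-min 37 °C, 30-min RT dye loading | signal = kinetic Fluo-8 calcium fluorescence measurement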
CHO parental Ca: counter-screen for OX1R antagonists: effect in parental CHO cells; inhibition, % at 5.6 µM; 0.63% of 330,000 active; parental CHO-K1, ATP-induced calcium, Fluo-8 fluorescence;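 active = inhibition above that plate's mean sample inhibition plus 3 SD, cut at about 26% in these data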;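 note: 0% = ATP-challenged DMSO wells and 100% = DMSO wells without ATP; some compounds past the cut are filed as inactive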
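Assay system: untransfected parental CHO cell line. Also added: ATP agonist challenge. Dosing: one dose, 5.6 µM nominal. Measured by: Fluo-8 fluorescence. Read-out: % inhibition. Benchmarks: ATP wells versus no-ATP DMSO wells. Repeats: no replicates.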
CHO-K1 Ca antag: counter-screen for M1 antagonists: effect in parental CHO-K1 cells. inhibition, % at 3 µM. ATP-induced calcium, Fluo-8 fluorescence. 0.6% of 360,000 active;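 active = inhibition above a per-plate cutoff, the plate's mean sample inhibition plus 3 SD, cut at about 24% in these data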;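 note: 0% = DMSO plus EC80 ATP and 100% = DMSO alone without ATP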
OXTR ag: human OXTR agonism; P30559; CHO-OTR cells, Fluo-8 calcium fluorescence; normalized: DMSO 0%, oxytocin 100%; activation, % at 3 µM; 0.32% of 320,000 active; AID 2435;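 active = activation above the mean of all tested compounds plus 3 SD, cutoff set per screening run, cut at about 20% in these data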;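 note: peak over basal fluorescence ratio from a 100 s FLIPR kinetic read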
Target sequence (P30559 whole entry, looked up): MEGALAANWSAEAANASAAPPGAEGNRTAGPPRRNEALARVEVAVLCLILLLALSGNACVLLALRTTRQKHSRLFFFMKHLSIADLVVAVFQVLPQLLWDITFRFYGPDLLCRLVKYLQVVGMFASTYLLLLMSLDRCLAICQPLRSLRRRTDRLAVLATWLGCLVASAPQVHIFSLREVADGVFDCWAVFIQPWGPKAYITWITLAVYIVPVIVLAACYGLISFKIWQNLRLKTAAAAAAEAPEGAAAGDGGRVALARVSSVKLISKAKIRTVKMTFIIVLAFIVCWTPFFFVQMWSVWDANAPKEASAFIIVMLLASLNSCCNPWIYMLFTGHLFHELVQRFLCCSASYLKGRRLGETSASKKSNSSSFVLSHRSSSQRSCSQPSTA
GPR7 antag: human neuropeptides B/W receptor 1 antagonism | 1.1% of 290,000 active | AID 1861 | inhibition, % at 4.4 µM | GPR7-expressing cells, fluorescence antagonist assay | P48145; in the data active = inhibition above about 16%, passing the limit was not always enough;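 note: cells stimulated with the agonist NPW; 0% = agonist with vehicle and 100% = vehicle without agonist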
M1 ag parental: M1 agonist counterscreen hit in parental CHO-K1 cells | Fluo-8 calcium fluorescence; scaled to maximal ATP response, vehicle zero | activation, % at 3 µM | 0.48% of 360,000 active; in the data active = activation above about 15%;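 note: untransfected CHO-K1 host cells lacking M1 receptor as counterscreen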
OXTR potentiator: human OXTR potentiation; P30559; CHO-OTR cells, Fluo-8 calcium fluorescence, potentiator mode; 0% = oxytocin EC15, 100% = EC100; activation, % at 3 µM; 0.061% of 320,000 active; AID 2445;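 active = activation above that plate's cutoff, the mean activation of tested compounds plus 3 SD, cut at about 6.6% in these data, passing the limit was not always enough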;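 note: 100% uses oxytocin at 75 nM as the full agonist control; some results filed as inactive read as strong as hits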
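System: human OTR in CHO cells; Also added: sub-maximal oxytocin, roughly EC15; Timing: compound 6 min at room temperature before oxytocin, 100 s read; Technique: Fluo-8 intracellular calcium fluorescence, ex 470-495, em 515-575 nm; Controls: oxytocin EC15 low and EC100 high; Replication: singlicate.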
V1aR counter: counter-screen for oxytocin receptor agonists: human V1a receptor agonists | activation, % at 3 µM | CHO-V1R cells, Fluo-8 calcium fluorescence, agonist mode; 0% DMSO, 100% 3 nM vasopressin | AID 2797 | P37288 | 0.25% of 320,000 active;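 active = activation above the mean activation of all tested compounds plus 3 SD, per screening run, cut at about 20% in these data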;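 note: signal is peak over basal fluorescence ratio across a 100 second FLIPR read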
Target sequence (P37288 whole entry, looked up): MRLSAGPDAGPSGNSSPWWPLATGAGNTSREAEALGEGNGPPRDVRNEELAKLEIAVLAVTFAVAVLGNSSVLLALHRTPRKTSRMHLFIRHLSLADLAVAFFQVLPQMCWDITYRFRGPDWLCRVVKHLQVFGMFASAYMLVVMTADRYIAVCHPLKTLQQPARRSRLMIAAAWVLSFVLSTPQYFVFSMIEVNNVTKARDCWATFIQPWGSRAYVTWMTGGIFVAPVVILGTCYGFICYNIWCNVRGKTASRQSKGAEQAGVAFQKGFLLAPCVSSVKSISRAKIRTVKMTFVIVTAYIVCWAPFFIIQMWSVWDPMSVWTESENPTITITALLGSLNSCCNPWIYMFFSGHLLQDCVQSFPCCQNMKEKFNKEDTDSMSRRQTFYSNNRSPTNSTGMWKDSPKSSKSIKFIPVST
M1 PAM parental: nonselective activator or artifact in parental CHO-K1 calcium assay | ATP EC20, Fluo-8 calcium fluorescence; 0% at ATP EC20, 100% at ATP max | activation, % at 3 µM | 0.02% of 360,000 active;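 active = activation above the run cutoff, the mean activation of all test compounds plus 3 SD, cut at about 40% in these data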;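 note: peak over basal fluorescence ratio in a 140 s read after ATP addition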
Active calls of the source: *; x = no result given.

SMILES	TAAR1 antagonist	CHO parental Ca	CHO-K1 Ca antag	OXTR ag	GPR7 antag	M1 ag parental	OXTR potentiator	V1aR counter	M1 PAM parental
O=C(CCNC(=O)c1ccccc1Cl)Nc1cccc(S(=O)(=O)N2CCOCC2)c1	-4	-25	5	-0.7	x	-0.1	-9	0.6	6
COc1cc2nc(N(CCCN(C)C)C(=O)c3ccc(C(=O)c4ccccc4)cc3)sc2cc1OC	7	-15	11	13	x	13	-2	7.6	6
CCOc1c(O)ccc(C2NC(=O)NC(C)=C2C(=O)OC)c1[N+](=O)[O-] (stereo unspecified)	-2	-3	-5	1.2	-6	-0.1	3	0.9	20
Cc1cnc(C(=O)Nc2ccc(C)c(S(=O)(=O)N3CCCCC3)c2)cn1	11	-8	-16	-0.1	x	0.0	0	0.3	8
O=C(Nc1nnc(C2CCCCC2)s1)c1ccco1	-12	-11	-14	2.4	-1	0.1	-10	2.1	11
CCOC(=O)CC[C@H](NC(=O)Cn1cnc2c(OCc3ccccc3)ncnc21)C(=O)OCC	-10	-6	-3	3.6	x	2.0	-1	2.3	15
CCCCN1C(=O)c2ccc(C(=O)Nc3ccc(S(=O)(=O)N(C)C)cc3)cc2C1=O	36	-6	-4	7.9	4	9.7	-8	5.5	6
CS(=O)(=O)N1CCN(c2ccc(NC(=O)COc3ccccc3[N+](=O)[O-])cc2)CC1	63*	-11	-12	6.2	-14	4.8	-13	8.4	17
CCc1nn(CC(=O)NCCCc2ccccc2)c(=O)c2cc3cc(F)ccc3n12	x	-1	-6	-1.1	-9	0.7	-4	0.9	16
C[C@@H]1CN([C@H](C)CO)C(=O)CCCn2cc(nn2)CO[C@H]1CN(C)S(=O)(=O)c1ccc(-c2ccccc2)cc1	1	x	-11	x	x	0.0	x	x	16
CCOC(=O)c1cc2occc2n1Cc1ccc(F)cc1	24	-11	-12	-2.8	-12	0.8	-10	-1.3	21
CCC(C)Sc1nnc(NS(=O)(=O)Cc2ccccc2)s1 (stereo unspecified)	-6	-11	11	1.2	5	0.6	-6	2.2	-22
CN1C(=O)c2cccc3c(S(=O)(=O)N(C)C)ccc1c23	-9	-4	-8	-0.4	-4	1.1	-6	0.1	25
O=C(Nc1ccc(N2CCOCC2)nc1N1CCOCC1)c1cccc(C(F)(F)F)c1	-16	-23	-4	-1.0	-18	0.1	-7	-1.1	5
O=C1OCC/C1=C1/NCCNC1=O	-3	x	-8	x	x	0.2	x	x	15
Cc1ccc(S(=O)(=O)N(CC(=O)NN=C2CCN(C)CC2)c2ccc(C(C)C)cc2)cc1	-2	-31	-4	-1.8	-5	-0.2	-4	0.2	10
Cc1cccc(NC(=O)CSCc2nc3c(nnn3Cc3ccc(F)cc3)c(=O)[nH]2)c1C	-24	6	-11	-0.7	-9	1.4	-8	0.6	10
CCN(CC(=O)NCc1cccs1)C(=O)/C=C/c1ccc(OC)cc1OC	4	-18	1	-2.8	x	-0.1	-4	-1.4	12
COc1ccc(NC(=O)NCCCN2CCCC2=O)cc1	14	-5	3	1.4	-7	0.9	-6	0.4	13
C=CCc1cccc(CNc2c(C)n(C)n(-c3ccccc3)c2=O)c1O	23	-30	-6	-1.0	10	0.6	-2	0.1	23
Cc1ccc(S(=O)(=O)n2nc(OC(=O)C(C)(C)C)cc2N)cc1	-7	-14	-12	-1.1	-4	1.0	-8	1.3	8
O=C(O)c1nn(-c2ccc(Cl)cc2)ccc1=O	-9	-6	-9	0.6	-10	0.8	0	-0.1	16
COC(=O)c1ccc2c(=O)n(-c3ccccc3)c(=S)[nH]c2c1	1	-1	-16	2.5	-5	4.6	-2	1.7	10
NC(=O)c1ccccc1NC(=O)Nc1cccc(Cl)c1	-4	-7	-25	1.1	-5	1.3	-6	0.6	17
COc1cc2ncnc(NCc3ccc(C)cc3)c2cc1OC	10	-9	-3	-0.2	-19	0.8	-13	0.4	11

Carrying on:
SMILES	TAAR1 antagonist	CHO parental Ca	CHO-K1 Ca antag	OXTR ag	GPR7 antag	M1 ag parental	OXTR potentiator	V1aR counter	M1 PAM parental
O=[N+]([O-])/C=C1\C=CC=CN1Cc1ccc(Cl)cc1	3	1	-2	-1.0	-3	0.5	-13	0.7	-2
O=C(CSc1nn(-c2ccccc2)c(=S)s1)Nn1cnnc1	-13	2	-4	-0.9	4	-0.2	-11	-0.4	6
c1ccc(NCCc2ccccn2)cc1	22	x	-8	x	x	0.3	x	x	3
COc1ccc(NC(=O)CCS(=O)(=O)c2ccc3c(c2)oc(=O)n3C)cc1	-13	2	6	0.0	-5	0.0	-11	0.0	11
CC(C)C(NS(=O)(=O)c1ccc2c(c1)C(C)(C)C(=O)N2C)C(=O)NCc1ccccc1Cl (stereo unspecified)	-7	-16	-5	-1.6	2	0.7	-1	-0.4	19
Cc1cc(NC(=O)COC(=O)c2ccc(S(=O)(=O)C(F)F)cc2)n(-c2ccccc2)n1	22	-10	4	-0.1	x	4.3	-3	0.7	4
C#CCOCCOCCOCCNc1nc(N2CCN(C(=O)[C@H]([C@@H](C)CC)n3cc([C@@H](N)Cc4ccc(O)cc4)nn3)CC2)nc(N2CCN(C(=O)[C@H](Cc3cc4ccccc4[nH]3)n3cc([C@@H](N)CC(C)C)nn3)CC2)n1	x	5	-14	-1.3	x	0.4	-14	0.1	3
Cc1ccccc1C[n+]1cccc2ccccc21	5	-19	-5	-0.9	x	0.3	-2	-0.6	0
O=C(c1ccc(CS(=O)Cc2ccccc2Cl)o1)N1CCN(C2CCCCC2)CC1 (stereo unspecified)	-23	-23	-21	0.8	-8	0.5	4	0.9	0
C=C[C@H](CC(C)C)N(Cc1ccccc1)S(=O)(=O)N(Cc1ccc(OC)cc1)[C@H](C=C)CC(C)C	-9	-22	-11	1.0	x	1.1	0	1.5	26
CCc1nnc(NC(=O)c2cc3c(s2)CCCCC3)s1	1	-4	-5	-0.2	6	0.1	0	0.0	7
Cc1nc(CN(C)C(=O)CC2C(=O)NCCN2Cc2ccc(F)cc2)cs1 (stereo unspecified)	-13	-7	-6	0.6	-16	0.6	-6	1.1	9
CCCCn1c(Cc2ccccc2)nnc1SCC(=O)N1CCOCC1	-8	-16	-6	-0.5	-12	-0.1	2	0.5	13
CCOc1ccc(S(=O)(=O)Nc2ccc(C(=O)NNC(=O)c3ccncc3)cc2)cc1	2	-6	10	-0.2	x	-0.3	-1	0.9	-1
Cc1nn(Cc2ccccc2)c(C)c1NC(=O)c1cc(-c2cccs2)on1	15	-15	2	8.9	12	7.8	-13	7.1	-15
CCOC(=O)c1c(NS(=O)(=O)c2ccc(Br)cc2)sc2c1CCC2	6	-5	-1	5.1	6	0.4	-14	1.8	12
CCC(COC(=O)Nc1cccc(C)c1)NC(=O)OCC(C)C (stereo unspecified)	22	-8	1	1.1	-10	1.4	-6	3.2	0
CC(=O)Nc1ccc2nc(C3CCCCC3)[nH]c2c1	-1	1	14	0.4	-7	-0.4	-7	1.2	-3
COc1ccc(C(=O)Nc2c(N)nc(SCC(=O)NCC3CCCO3)[nH]c2=O)cc1OC (stereo unspecified)	3	-6	1	1.6	5	0.9	1	1.1	-9
CCOc1ccccc1N(CC)C(=O)Cn1ncc2c(=O)oc3ccccc3c21	-17	-15	-1	-1.3	-4	0.3	-6	0.1	7
CC(C)=CCC/C(C)=C/CNC(=O)C[C@H]1C[C@H](C(=O)N2CCCCC2)[C@@]2(C)c3[nH]c4cc(CCC(=O)N(C)C)ccc4c3CCN2C1=O	x	-13	-7	x	x	0.4	x	x	2
O=C(CSc1nnc(-c2ccncc2)o1)NC1C2CC3CC(C2)CC1C3 (stereo unspecified)	-2	-6	-3	0.8	-7	0.6	-2	1.1	22
Cc1ccc(S(=O)(=O)N(C)CC(=O)NNC(=O)CCC(=O)c2ccc(F)cc2)cc1	10	-9	-5	-0.2	x	0.0	-3	-0.1	6
O=S(=O)(c1ccccc1)N(F)S(=O)(=O)c1ccccc1	-10	-1	-8	1.2	x	0.0	-1	-0.4	11
CC(Oc1ccccc1F)c1ccnc2nc(/N=C/N(C)C)nn12 (stereo unspecified)	0	-14	-11	0.1	-2	3.7	-13	0.6	18

Four entries drawn at random from the list so far:
SMILES	TAAR1 antagonist	CHO parental Ca	CHO-K1 Ca antag	OXTR ag	GPR7 antag	M1 ag parental	OXTR potentiator	V1aR counter	M1 PAM parental
C=C[C@H](CC(C)C)N(Cc1ccccc1)S(=O)(=O)N(Cc1ccc(OC)cc1)[C@H](C=C)CC(C)C	-9	-22	-11	1.0	x	1.1	0	1.5	26
Cc1cnc(C(=O)Nc2ccc(C)c(S(=O)(=O)N3CCCCC3)c2)cn1	11	-8	-16	-0.1	x	0.0	0	0.3	8
CCOc1ccccc1N(CC)C(=O)Cn1ncc2c(=O)oc3ccccc3c21	-17	-15	-1	-1.3	-4	0.3	-6	0.1	7
CCC(COC(=O)Nc1cccc(C)c1)NC(=O)OCC(C)C (stereo unspecified)	22	-8	1	1.1	-10	1.4	-6	3.2	0

(listing goes on)
SMILES	TAAR1 antagonist	CHO parental Ca	CHO-K1 Ca antag	OXTR ag	GPR7 antag	M1 ag parental	OXTR potentiator	V1aR counter	M1 PAM parental
O=S(=O)(NCc1nc2ccccc2[nH]1)c1ccccc1	-19	-2	6	0.5	-5	2.4	-1	0.8	-4
O=S(=O)(NCc1ccccn1)c1cccc2nsnc12	3	-10	-12	-0.4	-13	0.7	-8	0.2	23
COc1ccc(/C=N/NC(=S)Nc2ccccc2)cc1COc1ccc(F)cc1	-7	-17	-5	-0.4	9	0.0	-11	0.3	2
CNc1nc(SC)n(C)c(=O)c1N=O	x	-8	x	-0.3	-5	x	-20	-0.2	x
CC1Cc2cc(/C(O)=C3/C(=O)C(=O)N(CCN4CCOCC4)C3c3ccc(C(C)C)cc3)ccc2O1 (stereo unspecified)	-19	-10	-7	0.1	0	0.7	-8	8.5	17
CC(C)CCNC(=O)c1cccc(C(=O)NCCC(C)C)c1	-3	-21	-9	-0.7	-7	0.1	-9	-0.3	12
CCOc1ccccc1N1CCN(C(=O)c2csc(C)c2CC)CC1	-11	-24	15	-2.3	-3	8.9	-14	-1.1	-19
CCOC(=O)c1cccc(NC(=O)c2ccc3c(c2)OCO3)c1	12	-12	-3	-1.4	-5	1.6	-1	-0.9	4
CCOC1=C2CN(S(=O)(=O)c3ccc(C)cc3)[C@H](c3ccccc3)C[C@H]2n2c(=O)n(-c3ccccc3)c(=O)n2C1	-5	x	10	x	x	0.2	x	x	9
CCC(C(=O)OCC(=O)c1c(N)n(CC(C)C)c(=O)n(C)c1=O)c1ccccc1 (stereo unspecified)	45	-4	2	8.4	x	3.3	-17	9.1	-2
Cc1ccc(N2C(=O)c3cccc4c(C(=O)O)ccc(c34)C2=O)cc1	6	-3	x	0.8	-2	x	-1	1.2	x
N#CC1=C(SCC(=O)NCc2ccccc2)NC(=O)CC1c1ccco1 (stereo unspecified)	-1	-2	-13	0.4	-9	0.9	-1	-0.2	17
COc1c(S(=O)(=O)Nc2cccnc2)ccc(Cl)c1Cl	-13	-12	-10	2.1	-18	4.3	-15	2.0	7
